RTF Ca sens inh – cardiac RTF calcium desensitization. inhibition, % at 7.15 µM. 0.12% of 340,000 active. P19429+P45379. IANBD-labeled cardiac RTF, Ca2+ fluorescence;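 active means inhibition above the mean inhibition of all tested compounds plus 3 SD, cut at about 17% in these data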;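 further: assay run at fixed EC70 calcium of 1.6 mM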
LANA DNA inh – inhibitors of KSHV LANA C-terminal domain DNA binding; MBP-C-LANA/FAM-LBS DNA binding, fluorescence polarization; inhibition, % at 9 µM; 0.078% of 340,000 active;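 active means highest replicate inhibition at or above 60% at 9 µM, even if other replicates fall short; inactive means all replicates below 60% inhibition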;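 further: 0% = neutral control wells and 100% = 4 µM acridine orange control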
Rtt109 Vps75 – blocks Candida albicans Rtt109/Vps75 acetyltransferase activity; inhibition, % at 34.9 µM; 0.16% of 330,000 active; Q5AAJ8; purified Rtt109/Vps75, ThioGlo CoA-SH fluorescence, 4 h; AID 540336;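 active means inhibition of at least 50% in every replicate; inconclusive means best replicate reaches 50% inhibition but some replicates fall short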
Target sequence (Q5AAJ8 whole entry, looked up): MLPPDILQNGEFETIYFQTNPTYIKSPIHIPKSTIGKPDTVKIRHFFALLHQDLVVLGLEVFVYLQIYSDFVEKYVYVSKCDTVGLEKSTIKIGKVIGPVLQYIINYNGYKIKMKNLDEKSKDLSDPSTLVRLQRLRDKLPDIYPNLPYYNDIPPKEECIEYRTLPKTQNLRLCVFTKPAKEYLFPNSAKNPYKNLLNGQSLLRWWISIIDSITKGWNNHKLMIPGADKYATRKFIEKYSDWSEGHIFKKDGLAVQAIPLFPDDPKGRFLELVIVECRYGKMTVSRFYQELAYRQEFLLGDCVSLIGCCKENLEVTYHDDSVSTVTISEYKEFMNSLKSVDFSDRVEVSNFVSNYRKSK
SR-BI uptake up – enhances SR-BI lipid uptake from DiI-HDL; 0.096% of 320,000 active; activation, % at 12.5 µM; CHO ldlA[mSR-BI] cells, DiI-HDL uptake fluorescence, 3 h; 100 = double the neutral-control signal;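 active means mean replicate activation of at least 60% and every replicate at or above 60%; inconclusive means mean or all-replicate condition met, but not both; inactive means mean below 60% and not all replicates reaching 60%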;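 further: 0% = median plate neutral-control signal and 100% = twice that signal; values of inactives mirror those of a sister screen read the other way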
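system = CHO ldlA[mSR-BI] cells, LDL receptor-null, SR-BI overexpressing | medium = Ham's F12 with 0.5% BSA, HEPES 25 mM, pH 7.4 | probe or stimulus = DiI-HDL 10 µg/mL | compound dosing = single-point compound dose | incubation = compound exposure 3 h, 37 °C | technique = DiI fluorescence, bottom read | read-out = cell-associated DiI fluorescence as measure of HDL uptake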
CAL PDZ FP-1 – blocks peptide binding to the human CAL PDZ domain | Q9HD26 | purified CAL PDZ, TMR-peptide fluorescence polarization, 1 h | inhibition, % at 24.9 µM | 0.92% of 300,000 active | AID 602252;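 active means mean inhibition of at least 30% with at least half of replicates also reaching 30%; inconclusive means no clear call, values can overlap the other calls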;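 further: 0% = DMSO neutral control and 100% = excess unlabeled competitor peptide PRC23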
PKA-R2B activ – activators of human PKA-R2B complex; P22694+P31323; PKA-R2B holoenzyme dissociation, Cy5-IP20 fluorescence polarization; R2B truncated from residue 108, S112A mutant; 0% DMSO only, 100% 113 µM cGMP; activation, % at 11.4 µM; 0.079% of 340,000 active; AID 504700;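 active means activation above a cutoff set at the mean over all compounds plus 3 SD, cut at about 18% in these data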;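 further: higher means more holoenzyme dissociation and a rise in polarization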
DAGLB inh – blocks human DAGLB lipase activity. Q8NCG7. HEK293T DAGLB membrane lysate, EnzChek fluorogenic substrate. inhibition, % at 5.17 µM. 0.059% of 340,000 active. AID 504411; in the data active means inhibition above about 34%;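 further: 0% = enzyme with vehicle and 100% = wells lacking enzyme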
Target sequence (Q8NCG7 whole entry, looked up): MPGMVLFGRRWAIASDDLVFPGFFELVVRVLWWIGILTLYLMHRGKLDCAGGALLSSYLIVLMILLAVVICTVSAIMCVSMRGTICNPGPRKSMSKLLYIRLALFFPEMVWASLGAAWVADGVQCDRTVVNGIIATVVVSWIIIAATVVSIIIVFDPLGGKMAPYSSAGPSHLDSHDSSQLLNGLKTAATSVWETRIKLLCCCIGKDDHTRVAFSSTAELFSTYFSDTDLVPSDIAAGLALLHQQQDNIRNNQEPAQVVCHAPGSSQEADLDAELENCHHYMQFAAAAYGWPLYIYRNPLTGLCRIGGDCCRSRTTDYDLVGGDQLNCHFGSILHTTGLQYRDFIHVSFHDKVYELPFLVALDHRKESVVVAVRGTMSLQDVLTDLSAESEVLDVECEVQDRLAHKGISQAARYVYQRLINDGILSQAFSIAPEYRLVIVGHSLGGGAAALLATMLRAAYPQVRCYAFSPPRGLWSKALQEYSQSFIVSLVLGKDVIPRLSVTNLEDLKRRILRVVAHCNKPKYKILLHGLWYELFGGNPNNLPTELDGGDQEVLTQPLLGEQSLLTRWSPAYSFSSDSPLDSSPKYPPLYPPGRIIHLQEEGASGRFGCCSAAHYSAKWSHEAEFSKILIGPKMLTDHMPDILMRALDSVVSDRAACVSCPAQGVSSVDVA
Keap1 Nrf2 FP – disrupts human Keap1 binding to Nrf2 peptide; Keap1 Kelch-Nrf2 peptide fluorescence polarization, 1536-well; inhibition, % at 9.4 µM; 0.15% of 340,000 active; AID 504523; in the data active means inhibition above about 12%; inconclusive means no clear call, values can overlap the other calls; inactive means below about 7.3%;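 further: human Keap1 Kelch domain with fluorescein labeled Nrf2 9mer peptide probe; 0% = neutral control wells and 100% = peptide positive control; higher means more block of Keap1 binding to Nrf2 peptide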
CAL PDZ FP-2 – inhibitors of human CAL PDZ peptide binding; purified CAL PDZ, TMR-peptide fluorescence polarization, 1 h; AID 504414; Q9HD26; inhibition, % at 20 µM; 0.02% of 330,000 active;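 active means highest replicate inhibition of at least 40%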;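 further: plate controls were DMSO neutral control wells for no effect and unlabeled competitor peptide control wells for full effect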
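Material: tagged CAL PDZ domain; buffer or medium: 25 mM sodium phosphate pH 7.4, 150 mM NaCl, TCEP, IgG, Thesit; compound dosing: single point, 20 µM; schedule: 1 h incubation at room temperature before polarization reading; measured by: FP readout, S and P plane fluorescence; read-out basis: percent inhibition from loss of millipolarization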
cardiac RTF act – cardiac RTF calcium sensitization; IANBD-labeled TnC RTF fluorescence at EC20 calcium; 0% EC20 calcium, 100% full calcium; activation, % at 7.2 µM; 0.24% of 340,000 active;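 active means activation above the mean over all tested compounds plus 3 SD, cut at about 30% in these data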;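 further: rise in fluorescence read as greater calcium sensitivity of cardiac thin filaments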
* hit, by the source's call; i = inactive; ? = inconclusive; / = no result given. Hits appear at their usual frequency (roughly 1.6% active in at least one column).

SMILES | RTF Ca sens inh | LANA DNA inh | Rtt109 Vps75 | SR-BI uptake up | CAL PDZ FP-1 | PKA-R2B activ | DAGLB inh | Keap1 Nrf2 FP | CAL PDZ FP-2 | cardiac RTF act
CCOCCCNC(=O)COc1ccc(OC)cc1 | -9 | 0.5 | -4 | 39 | -2 | -6 | -1 | -2 | -0.2 | 6
COc1ccc(-c2cc([C@H]3[C@@H]4C=CCC[C@@]4(C)C(=O)N3Cc3ccccc3)ccc2F)cc1OC | 0 | 3.4 | -4 | -36 | -3 | -16 | -6 | -3 | -0.9 | 9
O=C(Nc1nccs1)C(Br)C(Br)c1ccccc1 (stereo not drawn) | -3 | 1.9 | -1 | -27 | 0 | 2 | -6 | 6 | -1.1 | -1
Cc1cc2ccccc2c(=O)n1CC(=O)NCC(=O)N1CCN(c2ccccc2)CC1 | -1 | -0.6 | -16 | -18 | / | 0 | 2 | -9 | -1.6 | 1
Oc1ccc(/C=N/NC(=S)Nc2cccnc2)c(O)c1O | -4 | 12 | -3 | 4 | 2 | -6 | 3 | -4 | 5.8 | 3
O=C(NC1CCSc2ccccc21)c1ccccc1Br (stereo not drawn) | -5 | 0.3 | -1 | -6 | / | 0 | -2 | 3 | -0.9 | 2
O=C(COC(=O)CNC(=O)c1ccc(Cl)cc1Cl)Nc1cccc(S(=O)(=O)N2CCCC2)c1 | 5 | -0.3 | -1 | -3 | -4 | -6 | -3 | 0 | -1.5 | 4
CN(Cc1ccncn1)C(=O)C1CCC(=O)N(Cc2cccc(C(F)(F)F)c2)C1 (stereo not drawn) | -2 | 0.2 | -3 | -3 | 4 | 4 | 0 | 1 | -0.4 | -2
CCCCn1c(-c2nonc2NC(=O)c2ccccc2Cl)nc2ccccc21 | -15 | 1.4 | -4 | -4 | -5 | -3 | 0 | 3 | -0.6 | 5
Cc1c(C(=O)NCc2ccco2)oc2ccc(S(=O)(=O)N3CCC4(CC3)OCCO4)cc12 | -6 | -2.0 | 1 | 7 | 1 | 0 | 0 | -5 | -0.7 | -3
CN(C)C(=O)c1ccc(NC(=O)COC(=O)CC23CC4CC(CC(Br)(C4)C2)C3)cc1 | 7 | -0.2 | 6 | 43 | -4 | -16 | 1 | -1 | -3.4 | -7
O=C(c1cccc(C(=O)N2CCN(c3ccccc3F)CC2)c1)N1CCN(c2ccccc2F)CC1 | -27 | 0.9 | 1 | 11 | 0 | 6 | 0 | -2 | -0.1 | -8
O=C(C1=C[C@H](c2ccc3c(c2)OCO3)C[C@H](OCCCCO)O1)N1CCOCC1 | 5 | 1.2 | 0 | 14 | -1 | -7 | 0 | -4 | 1.7 | 3
CCOC(=O)/C(=N/Nc1ccccc1)Sc1nnnn1-c1ccc(C)cc1 | 2 | -1.9 | -15 | 2 | 0 | -8 | -4 | -6 | -0.6 | -2
CN(C)S(=O)(=O)c1cccc(C(=O)NCC(C)(C)CNC(=O)c2cccc(S(=O)(=O)N(C)C)c2)c1 | -12 | 0.7 | 14 | 8 | -11 | -11 | -1 | 0 | -0.8 | 5
O=C(O)c1nc(N2CCCC2)ncc1Cl | -7 | -0.6 | 4 | 22 | / | 3 | 0 | 5 | 0.1 | 0
CCOc1ccccc1NC(=O)c1ccc2[nH]c(C)c(C)c2c1 | -36 | -2.1 | -4 | / | -5 | 2 | -6 | -2 | -2.8 | 1
CC(=O)c1ccc(NC(=O)[C@@H]2CCCN2C2=NS(=O)(=O)c3ccccc32)cc1 | -8 | 11 | -6 | 9 | -1 | 3 | 4 | 2 | -4.8 | 4
Nc1ccc(S(=O)(=O)N2CCCC2)cc1 | 1 | -0.2 | -4 | 4 | -1 | -7 | 0 | -1 | 0.9 | -4
COc1ccc(CN(C(=O)c2ccco2)c2ccccc2)cc1 | -10 | 6.2 | 3 | 9 | 0 | 4 | -3 | 4 | -1.6 | 0
CC(C)NC(=O)CC(=O)N/N=C/c1cccs1 | 5 | -1.3 | 3 | -37 | -1 | 3 | 1 | -2 | -2.2 | 0
CCN(CC)c1ccc(C=Nc2ccc(C)cc2C)c(O)c1 | 2 | 0.2 | 8 | -12 | 1 | -3 | 0 | -7 | -1.8 | 10
CCOc1ccc(OCCCC(=O)Nc2cc(Cl)ccc2-n2cncn2)cc1 | -3 | -1.8 | 16 | -23 | 22 | 7 | -4 | 3 | -1.9 | -7
Cc1cccc(Nc2ccc3nonc3c2[N+](=O)[O-])c1C | -8 | 1.9 | -3 | -28 | -1 | 1 | 0 | 5 | / | 8
CCOc1ccc(Br)cc1CC(=O)O | 5 | 0.5 | 2 | 21 | 2 | 4 | -3 | -4 | -0.4 | -3
O=C(N/N=C/c1ccncc1)C1C2CCCCCCC21 (stereo not drawn) | -9 | -0.2 | -3 | 14 | 3 | -2 | 0 | -1 | -1.5 | 6
COc1cc2oc(=O)cc(C)c2c(OC)c1OC | -5 | 0.5 | 16 | 7 | -1 | -7 | -1 | 1 | -3.0 | 1
CCOc1ccc(N2Nc3n[nH]c(N)c3N2)cc1 | -6 | 3.0 | -5 | -7 | 3 | -6 | 2 | -8 | -0.8 | 9
O=C(Nc1ccc(N2CCOCC2)cc1)c1cccc2c(Br)cccc12 | 1 | -0.2 | 5 | / | 0 | -8 | 0 | -6 | -1.5 | 2
Cc1cc(C)nc(/N=C(\N)C2=C(O)CC(C)(C)CC2=O)n1 | -14 | 0.6 | 4 | -10 | / | 4 | -2 | -1 | -1.1 | 3

An excerpt of these results, with each value named.
Structure: O=C(Nc1ccc(N2CCOCC2)cc1)c1cccc2c(Br)cccc12
  RTF Ca sens inh: 1	LANA DNA inh: -0.2	Rtt109 Vps75: 5	SR-BI uptake up: /	CAL PDZ FP-1: 0	PKA-R2B activ: -8	DAGLB inh: 0	Keap1 Nrf2 FP: -6	CAL PDZ FP-2: -1.5	cardiac RTF act: 2
Structure: O=C(N/N=C/c1ccncc1)C1C2CCCCCCC21 (stereo not drawn)
  RTF Ca sens inh: -9	LANA DNA inh: -0.2	Rtt109 Vps75: -3	SR-BI uptake up: 14	CAL PDZ FP-1: 3	PKA-R2B activ: -2	DAGLB inh: 0	Keap1 Nrf2 FP: -1	CAL PDZ FP-2: -1.5	cardiac RTF act: 6

The list goes on.
SMILES | RTF Ca sens inh | LANA DNA inh | Rtt109 Vps75 | SR-BI uptake up | CAL PDZ FP-1 | PKA-R2B activ | DAGLB inh | Keap1 Nrf2 FP | CAL PDZ FP-2 | cardiac RTF act
O=C(NCCCN1CCCC1)c1ccc2c(c1)N(Cc1cccc(Cl)c1)C(=O)c1ccccc1S2=O (stereo not drawn) | -5 | -0.9 | -4 | 10 | -6 | 5 | 3 | -3 | -4.4 | -1
C=CCNC(=S)Nc1ccc(C)cc1[N+](=O)[O-] | -15 | -2.1 | 9 | 7 | 2 | -10 | 5 | -1 | -2.0 | 4
CCO[C@@H]1OC(C(=O)NC2CC2)=C[C@H](C(C)(C)C)[C@H]1CCCO | -8 | 1.2 | -1 | 10 | -1 | -5 | -1 | 0 | -0.7 | 0
NC1=NS(=O)(=O)NC1c1ccc(Cl)cc1 (stereo not drawn) | -3 | 0.7 | 9 | 24 | -3 | -2 | 1 | -4 | -0.1 | 5
CC(=O)Nc1cccc(NC(=O)C2CCCN2C(=O)Nc2ccccc2C)c1 (stereo not drawn) | -3 | 0.2 | / | -25 | -7 | 1 | 1 | -1 | -2.9 | 0
CC(=O)c1ccc(N(C(=O)c2ccco2)C(C(=O)NC2CCCC2)c2cccs2)cc1 (stereo not drawn) | 4 | 1.0 | 3 | / | -2 | -7 | -2 | -3 | -1.6 | -3
O=S1(=O)c2ccccc2OC(COCc2ccccc2)CN1C1CC1 (stereo not drawn) | -9 | 0.3 | 5 | 15 | -3 | -5 | -3 | -5 | -0.8 | -2
COc1ccc(N(CC(=O)Nc2ccc(OC)c(OC)c2)S(=O)(=O)c2ccccc2)cc1Cl | -6 | 2.0 | 4 | -20 | -6 | -7 | -5 | 0 | -1.0 | 1
COCC1CCCN(Cc2nc(Cc3ccccc3)no2)C1 (stereo not drawn) | -6 | 1.3 | 13 | 2 | 3 | -1 | -4 | -1 | 0.3 | 5
Cn1c(SCC(=O)Nc2nc3c(s2)CCCC3)nnc1-c1ccccc1 | 2 | -0.2 | -3 | 28 | 1 | -4 | 2 | -2 | -0.7 | -7
CCNc1nc2nc3ccc(C)cn3c(=O)c2cc1C(=O)NCC1CCCO1 (stereo not drawn) | -11 | 0.0 | i | 7 | -6 | -1 | 1 | 3 | -2.9 | 3
O=C(/C=C/c1cn(-c2ccccc2)nc1-c1ccc2c(c1)OCCO2)NCCCN1CCOCC1 | -1 | -0.5 | 15 | 0 | -10 | 0 | 1 | -2 | -6.5 | -2
COc1ccc(CSc2n[nH]c(C)n2)cc1[N+](=O)[O-] | 5 | -0.8 | 10 | 37 | -2 | -1 | 0 | -6 | -3.0 | 7
Cc1ccc(N2C(=O)CC(N(CCc3ccccc3)C(=S)Nc3ccc(N(C)C)cc3)C2=O)cc1 (stereo not drawn) | 0 | -0.2 | -4 | 18 | -5 | -4 | 4 | 0 | -2.4 | 2
NC(=O)c1cc[n+](Cc2ccc([N+](=O)[O-])cc2)cc1 | -1 | 0.9 | ? | 18 | 12 | -7 | 0 | 0 | -0.8 | -8
CN1/C(=C\C(=S)Nc2ccccc2)C(C)(C)c2ccccc21 | -5 | -2.2 | 23 | -17 | -1 | -10 | -1 | -5 | -1.8 | 9
Cc1cccc(C(=O)NC2CCN(C(=O)N3CCOCC3)CC2)c1 | 11 | -0.7 | -7 | 26 | -3 | -9 | 0 | 4 | -1.5 | -1
N#Cc1c(NCCN)nc(NCc2ccccc2)c2c1CCN(Cc1ccccc1)C2 | 0 | -1.2 | -1 | 20 | 1 | 2 | 6 | -3 | 0.7 | -1
Cc1ccc(C2=NS(=O)(=O)N(C)C(C(=O)N3CCOCC3)=C2)cc1 | -3 | 1.1 | -13 | 1 | / | -1 | 1 | -1 | 0.0 | 8
COc1ccc(NC(=O)COC(=O)[C@@H](NC(=O)c2c(F)cccc2F)C(C)C)cc1 | 1 | 0.5 | / | -5 | -4 | -2 | 2 | -1 | -3.2 | -1
Cc1ccc(N2CC(=O)N(CC(=O)O)C2=O)cc1 | -8 | -1.2 | 5 | 5 | -1 | -15 | -2 | 4 | -0.3 | -3

Source: PubChem BioAssay
